Source: PubChem BioAssay (Sanford-Burnham Center for Chemical Genomics)
SENP7 block = SENP7 protease inhibitors, primary screen, biochemical, luminescence, uHTS. AID 434973, 2010. 330,000 compounds, 1.5% hits. recombinant SENP7, Z-RLRGG-aminoluciferin luminescence, 40 min. inhibition, % at 5 µM;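 active = inhibition above about 50% at the single test dose, limit read from the data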;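 note: plate controls were DMSO with enzyme for no effect and no enzyme buffer wells for full effect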
Target sequence (Q9BQF6 706-1050 limits assumed): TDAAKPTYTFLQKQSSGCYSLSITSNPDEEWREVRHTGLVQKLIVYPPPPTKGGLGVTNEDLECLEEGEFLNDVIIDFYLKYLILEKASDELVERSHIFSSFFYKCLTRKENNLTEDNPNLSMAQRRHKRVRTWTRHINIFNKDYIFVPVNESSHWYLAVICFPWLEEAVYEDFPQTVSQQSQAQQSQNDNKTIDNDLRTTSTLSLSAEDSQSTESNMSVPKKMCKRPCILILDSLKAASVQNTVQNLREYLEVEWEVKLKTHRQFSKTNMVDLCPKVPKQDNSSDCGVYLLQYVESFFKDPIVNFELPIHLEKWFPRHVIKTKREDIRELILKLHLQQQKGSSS
Apaf-1 inh = inhibitors of human Apaf-1 apoptosome, primary screen, biochemical, DEVD-Rh110 fluorescence, uHTS; Apoptotic protease-activating factor 1 (Homo sapiens), O14727; reconstituted apoptosome caspase-3 activity; inhibition, % at 20 µM; 330,000 compounds, 0.71% hits; active = inhibition of at least 40% at 20 µM;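 note: plate controls were DMSO wells for no effect and DEVD-CHO caspase inhibitor wells for full effect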
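Medium: Hepes buffer, pH 7.5 / System: biochemical Apaf-1 apoptosome reconstitution / Measured by: Rh110 fluorescence, excitation 480 nm, emission 540 nm / Times: compound with Apaf-1, dATP, procaspase-3 30 min, then 50 min reaction, room temperature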
SENP8 block = SENP8 protease inhibitors, primary screen, biochemical, luminescence; Sentrin-specific protease 8 (Homo sapiens), Q96LD8; purified SENP8, Z-RLRGG-aminoluciferin cleavage; inhibition, % at 10 µM; 330,000 compounds, 1.2% hits
Target sequence (Q96LD8 whole entry, looked up): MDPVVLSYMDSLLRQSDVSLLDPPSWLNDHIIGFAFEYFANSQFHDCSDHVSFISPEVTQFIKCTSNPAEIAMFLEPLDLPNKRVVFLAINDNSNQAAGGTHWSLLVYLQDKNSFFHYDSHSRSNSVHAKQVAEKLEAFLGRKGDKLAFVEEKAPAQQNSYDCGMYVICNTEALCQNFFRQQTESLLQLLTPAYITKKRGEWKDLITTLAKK
HKDC1 inhibitor = HKDC1 hexokinase inhibitors, primary screen, biochemical, fluorescence, uHTS | AID 493160, 2011 | Q2TB90 | recombinant HKDC1, G6PDH/diaphorase resazurin coupled fluorescence | 340,000 compounds, 0.16% hits | inhibition, % at 20 µM;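 active = inhibition above about 35% when tested at 20 µM, limit read from the data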;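 note: plate controls were DMSO wells with enzyme for no effect and DMSO wells lacking enzyme for full effect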
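Test system: HK5 enzyme. Quantity: 5 µg/mL HK5 final. Reagent: glucose and ATP substrates. Schedule: 90 min reaction incubation at room temperature, dark. Technique: resazurin-to-resorufin fluorescence via G6PDH and diaphorase coupling, 525/613 nm. Control set: DMSO wells with and without enzyme mix.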
UBC13 inh = UBC13 polyubiquitin chain formation inhibitors, primary screen, biochemical, TR-FRET, uHTS | inhibition, % at 20 µM | 330,000 compounds, 0.47% hits | AID 485273, 2010 | Ubiquitin-conjugating enzyme E2 N (Homo sapiens), P61088; in the data active = inhibition above about 45%, passing the limit was not always enough
Target sequence (P61088 whole entry, looked up): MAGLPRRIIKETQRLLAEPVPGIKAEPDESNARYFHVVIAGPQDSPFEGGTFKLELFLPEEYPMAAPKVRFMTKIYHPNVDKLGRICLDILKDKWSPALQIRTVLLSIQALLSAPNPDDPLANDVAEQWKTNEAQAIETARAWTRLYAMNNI
Jurkat NFkB inh = inhibitors of induced NF-kB luciferase reporter, primary screen, TCR NF-kB activation inhibitor project, cell-based, luminescence, uHTS. Jurkat, PMA/ionomycin-induced NF-kB luciferase reporter. inhibition, % at 4 µM. 330,000 compounds, 0.53% hits
697 NFkB inh = inhibitors of PMA/ionomycin-induced NF-kB reporter, 697 cells, primary screen, B-cell NF-kB inhibitor project, cell-based, luminescence, uHTS; 697 B-cell NF-kB luciferase reporter, 16 h; inhibition, % at 4 µM; 330,000 compounds, 0.33% hits; in the data active = inhibition above about 35%
Gli-Sufu antag = Gli-Sufu pathway antagonists, primary screen, luciferase luminescence, Sufu-KO-LIGHT cells, uHTS; 340,000 compounds, 0.74% hits; inhibition, % at 5 µM; Sufu-KO-LIGHT fibroblasts, Gli luciferase reporter luminescence;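 active = inhibition above about 55%, limit read from the data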;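 note: 0% = DMSO-treated cells and 100% = wells with medium but no cells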
* = called active by the depositor; . = not tested or not shown. Cut-off read from the data, not from the text of the source, unless noted: active = inhibition above about 50%; inactive = the rest. An unsorted share of the library; any-hit rate near 3.6%.

#1 COc1ccc(-n2cc(CNCCc3cnc[nH]3)c(-c3cccc(F)c3)n2)cc1
#2 O=C(CSc1nc(O)cc(=O)n1-c1ccccc1)Nc1ccc2c3c(cccc13)CC2
#3 Cc1noc(C)c1NC(=O)Nc1cccc2c1O[C@H](CN(C)S(=O)(=O)c1ccccc1)[C@@H](C)CN([C@H](C)CO)C2=O
#4 CCc1cc(CNC(=O)CC2C(=O)NCCN2CC2CCCCC2)on1 (configuration not stated)
#5 CC(=O)N(C)c1ccc(NS(=O)(=O)c2cccc3nsnc23)cc1
#6 Cn1c(=NC(=O)CS(=O)(=O)c2ccc(F)cc2)sc2ccccc21
#7 CS(=O)(=O)N1CCN(c2ccccc2NC(=O)c2ccc([N+](=O)[O-])o2)CC1
#8 O=C(O)c1ccc(/C=N/NC(=O)c2cc(-c3cccs3)nc3ccccc23)cc1

screen / no.	1	2	3	4	5	6	7	8
Gli-Sufu antag	16.7	-9.1	-9.4	-1.7	-5.6	-11.4	1.9	-11.6
Jurkat NFkB inh	-7.7	-1.4	10.0	4.4	-3.9	0.8	18.5	-3.8
SENP7 block	3.2	-0.9	0.7	2.8	4.5	-3.7	7.3	1.5
HKDC1 inhibitor	3.6	0.8	-6.8	-15.1	-5.4	-4.1	-4.7	6.5
697 NFkB inh	-3.3	20.0	6.6	-9.3	2.1	-12.1	-10.7	3.5
Apaf-1 inh	14.2	16.1	-12.6	1.5	0.7	3.8	2.7	1.1
SENP8 block	-5.2	0.7	-0.3	-2.8	-7.4	-11.3	6.6	-4.2
UBC13 inh	10.6	-6.7	13.7	7.3	-1.5	2.6	-8.7	5.9

#9 O=C(NCC(=O)N(Cc1ccccc1)C(C(=O)NCC1CCCO1)c1ccccc1)c1ccco1 (configuration not stated)
#10 O=C(CN1CCOCC1)Nc1ccc(-c2nc3ccccc3[nH]2)cc1
#11 COC(=O)CSc1nnc(Cc2ccccc2)n1-c1ccc(C)cc1
#12 COCCN(C(=O)CSc1nc2ccccc2c(=O)n1CC(C)C)c1c(N)n(Cc2ccccc2)c(=O)[nH]c1=O
#13 Clc1ccc(-c2nnc3sc(Cc4cccs4)nn23)c(Cl)c1
#14 Cn1nc(C(=O)NNC(=O)C2CSC3(C)CCC(=O)N23)c2ccccc2c1=O (configuration not stated)
#15 C=CCN1C(=O)C(Cc2ccc(SC(F)F)cc2)SC1=Nc1ccc(C(=O)O)cc1 (configuration not stated)
#16 Cc1ccc(CNC(=O)CN(Cc2cccs2)C(=O)C2(C)CC(=O)N=C3C=CC=CN32)cc1 (configuration not stated)

screen / no.	9	10	11	12	13	14	15	16
Gli-Sufu antag	39.7	9.6	2.1	17.5	7.4	-5.2	-7.1	6.2
Jurkat NFkB inh	-1.3	-36.4	-9.7	-1.2	-1.4	-2.4	-3.5	-0.7
SENP7 block	-4.2	2.0	-8.1	0.9	3.5	-5.3	12.6	5.5
HKDC1 inhibitor	-9.3	-6.3	-2.3	14.7	-2.5	-5.0	7.0	-8.5
697 NFkB inh	-2.7	-23.2	-29.7	6.6	-5.0	7.8	-8.3	21.1
Apaf-1 inh	4.7	-14.2	10.9	7.2	16.3	-4.4	1.6	-1.4
SENP8 block	-5.0	-6.1	-4.3	-1.4	-6.9	6.7	8.8	1.8
UBC13 inh	-11.6	12.1	-2.6	-2.6	1.5	6.6	-4.9	12.2

#17 Cc1ccc(SCCC(=O)N2CCC(C)CC2)cc1
#18 Cc1nnc(SCc2nc3ccccc3nc2C)s1
#19 CCOc1ccc(S(=O)(=O)N2CCOCC2)c2ccccc12
#20 Cc1ccccc1/C=C/c1cccc[n+]1C
#21 COc1ccc(OC)c(C2=NOC(C(=O)Nc3ccccc3SC)C2)c1 (configuration not stated)
#22 O=C(Cc1ccsc1)NNC(=O)c1ccccc1O
#23 CC1(C(=O)N/N=C/c2ccc3c(c2)OCO3)CC1(Br)Br (configuration not stated)
#24 COC(=O)[C@]1(Cc2ccccc2)N[C@H](CN(C)C(C)=O)[C@@H]2C(=O)N(Cc3ccccc3)C(=O)[C@@H]21

screen / no.	17	18	19	20	21	22	23	24
Gli-Sufu antag	-82.7	-0.6	-8.8	4.0	.	-0.8	4.5	-1.1
Jurkat NFkB inh	-56.5	-0.7	-14.6	-2.5	7.7	-17.4	7.4	8.2
SENP7 block	-11.0	-2.0	-1.9	3.9	1.9	2.9	3.4	-7.9
HKDC1 inhibitor	2.2	-8.2	-0.9	-6.5	-1.8	-3.7	-7.6	-8.1
697 NFkB inh	-81.3	-8.5	15.3	-0.1	-33.6	-74.1	3.2	4.2
Apaf-1 inh	12.3	-2.4	16.2	2.1	20.5	-0.4	1.4	1.5
SENP8 block	-5.3	-3.2	-0.2	13.5	-2.4	-9.6	6.0	-14.6
UBC13 inh	-1.5	-3.8	2.0	-0.4	-2.8	-7.8	-6.8	-11.2

#25 Nc1ncnc2nc(SCC(=O)Nc3cccc(C(F)(F)F)c3)[nH]c12
#26 COc1ccc(Cl)cc1N1C(=O)CC(Sc2ccccc2N)C1=O (configuration not stated)
#27 CCOC(=O)c1c(C)c(C(=O)N2CCN(c3ccc(F)cc3)CC2)c(C)n1C
#28 CCOC(=O)C1=C(C)NC(C)=C(C(=O)OCC)C1C(=O)OCC(=O)NCc1ccccc1
#29 Cc1c(O)ccc2c(CN(C)Cc3ccccc3)cc(=O)oc12
#30 COC(=O)CSC1=C(C#N)C(c2ccc(C)cc2)C2=C(CCCC2=O)N1 (configuration not stated)
#31 c1ccc(CSc2nnnn2-c2ccc3c(c2)OCCO3)nc1
#32 Nc1cc(C(=O)N2CCN(c3ccc([N+](=O)[O-])cc3)CC2)ccc1N1CC2CC(C1)c1cccc(=O)n1C2 (configuration not stated)

screen / no.	25	26	27	28	29	30	31	32
Gli-Sufu antag	18.6	1.5	2.8	4.3	-3.0	22.4	-14.2	-4.5
Jurkat NFkB inh	2.0	-0.7	9.4	0.6	-1.3	-5.2	-12.3	2.8
SENP7 block	2.9	3.7	5.1	10.0	0.3	3.1	0.2	-3.3
HKDC1 inhibitor	2.8	-0.3	14.5	1.5	-3.0	1.1	-7.9	-2.8
697 NFkB inh	5.9	8.1	9.5	0.0	-26.4	16.9	-10.9	2.2
Apaf-1 inh	5.0	-6.6	5.0	2.9	-13.9	7.9	-8.6	7.5
SENP8 block	1.0	0.4	5.7	-3.2	0.5	4.0	-8.4	-4.3
UBC13 inh	8.1	12.8	-3.8	13.3	36.4	6.5	8.2	-4.0

#33 COCCCNC(=O)c1ccc(CS(=O)(=O)c2ccc(OC)cc2)o1
#34 COCCn1c(=O)[nH]c2cc(C(=O)Nc3cc(C)cc(C)c3)ccc2c1=O
#35 COc1ccccc1OCc1ccc(C(=O)n2nc(C)c(Cl)c2C)o1
#36 CN1CCN(S(=O)(=O)c2ccc(CNC(=O)c3ccccc3)s2)CC1
#37 COc1ccccc1C1(CC(=O)N2CCCCC2)CCOC(C(C)C)C1 (configuration not stated)
#38 CCN1C(=O)[C@@H]2[C@@H](c3ccc(-c4ccccc4)cc3)N3CCC[C@@]3(C(=O)OC)[C@@H]2C1=O
#39 CC(C)C(C(=O)Nc1ccncc1)c1ccc(Cl)cc1 (configuration not stated)
#40 CC1CCN(S(=O)(=O)c2ccc(NC(=O)CCN3C(=O)c4ccccc4C3=O)cc2)CC1

screen / no.	33	34	35	36	37	38	39	40
Gli-Sufu antag	4.3	30.9	1.4	8.9	16.3	6.8	9.8	-2.5
Jurkat NFkB inh	-4.1	6.2	3.1	6.9	-6.3	-124.4	15.4	1.9
SENP7 block	-6.0	1.2	3.6	6.2	-0.7	11.2	4.7	-2.2
HKDC1 inhibitor	-6.3	-5.1	-6.3	-7.8	5.2	-1.4	-1.7	-8.1
697 NFkB inh	3.6	26.9	-7.7	13.9	4.1	10.2	-29.3	-8.0
Apaf-1 inh	-2.8	11.3	9.3	-2.2	16.8	19.5	2.8	-11.3
SENP8 block	-5.2	-6.6	2.1	-2.3	4.8	-0.1	-8.7	-2.4
UBC13 inh	3.6	6.6	-12.1	13.8	-2.1	7.1	0.6	8.7

The list goes on, starting with the last 3 of the part before.
#38 CCN1C(=O)[C@@H]2[C@@H](c3ccc(-c4ccccc4)cc3)N3CCC[C@@]3(C(=O)OC)[C@@H]2C1=O
#39 CC(C)C(C(=O)Nc1ccncc1)c1ccc(Cl)cc1 (configuration not stated)
#40 CC1CCN(S(=O)(=O)c2ccc(NC(=O)CCN3C(=O)c4ccccc4C3=O)cc2)CC1
#41 C=C(C)CSc1nnc(-c2cccc(S(=O)(=O)N(C)C)c2)n1-c1cc(OC)ccc1OC
#42 COC(=O)c1cc(-c2c(-c3cc(OC)c(OC)c(OC)c3)noc2C)cc([N+](=O)[O-])c1
#43 O=C(CN1C(=O)NC(c2ccccc2)(c2ccccc2)C1=O)Nc1cccnc1Cl
#44 COC(=O)c1ccccc1NC(=O)CCC(=O)N1CC(C)Oc2ccc(C)cc21 (configuration not stated)
#45 Cn1ccnc1CN1CCCCC1C(=O)Nc1ccc(Oc2cccnc2)cc1 (configuration not stated)
#46 COCCNC(=O)C(c1cccc(OC)c1)N(C(=O)Cn1nnc2ccccc21)c1cccnc1 (configuration not stated)
#47 Brc1ccc(CNCCCSc2ncccn2)cc1
#48 CC(C)Cc1nc2oc3c(NCC4CCCO4)ncnc3c2c2c1CCC2 (configuration not stated)
#49 CC(/C=N/NC(=O)c1cccs1)=C\c1ccco1

screen / no.	38	39	40	41	42	43	44	45	46	47	48	49
Gli-Sufu antag	6.8	9.8	-2.5	8.0	6.3	-1.0	-6.8	2.5	3.5	4.0	13.1	-16.1
Jurkat NFkB inh	-124.4	15.4	1.9	-5.8	-8.5	4.4	6.6	44.8	2.1	3.0	33.5	9.6
SENP7 block	11.2	4.7	-2.2	4.7	-13.7	1.2	-3.2	-9.4	4.5	3.4	-10.6	2.7
HKDC1 inhibitor	-1.4	-1.7	-8.1	1.0	-2.8	1.4	-1.6	-4.7	-1.1	-6.3	5.9	7.8
697 NFkB inh	10.2	-29.3	-8.0	-21.8	-7.3	-4.5	17.9	-25.5	10.5	4.2	-6.5	-18.2
Apaf-1 inh	19.5	2.8	-11.3	0.3	8.4	1.4	16.1	4.5	-8.4	3.1	5.7	12.6
SENP8 block	-0.1	-8.7	-2.4	-1.9	-16.6	-0.7	1.9	-5.5	-2.4	5.0	-1.7	11.3
UBC13 inh	7.1	0.6	8.7	2.5	1.6	11.8	6.0	-5.1	9.5	1.5	2.4	-12.9
